# Bioassay records: PubChem BioAssay, several laboratories
# PP5 inh: PP5 phosphatase inhibitors, primary screen, biochemical, fluorescence; 320,000 tested, 0.18% active; purified PP5c, OMFP substrate fluorescence; inhibition, % at 6.7 µM; AID 1987, 2009; Serine/threonine-protein phosphatase 5 (Homo sapiens), P53041;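 active = inhibition above the campaign's mean inhibition across all tested compounds plus 3 SD, cut at about 9.5% in these data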;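 also: 0% = DMSO only and 100% = 100 µM cantharidin control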
# GASC-1 inh: inhibitors of GASC-1 histone demethylase, primary screen, biochemical, fluorescence, DELFIA europium | Lysine-specific demethylase 4C (Homo sapiens), Q9H3R0 | GST-JMJD2C(1-420) H3K9me3 demethylation | inhibition, % at 2.35 µM | 330,000 tested, 0.069% active | AID 2099, 2009;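 active = more than half of a compound's replicate wells show inhibition beyond 50%, single wells judged on their own value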;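 also: signal counts dimethyl H3K9 product captured on neutravidin plate; 0% = median of DMSO wells and 100% = 0.3 times that DMSO median; strong numbers were not always called active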
# Target sequence (Q9H3R0 1-420 limits assumed): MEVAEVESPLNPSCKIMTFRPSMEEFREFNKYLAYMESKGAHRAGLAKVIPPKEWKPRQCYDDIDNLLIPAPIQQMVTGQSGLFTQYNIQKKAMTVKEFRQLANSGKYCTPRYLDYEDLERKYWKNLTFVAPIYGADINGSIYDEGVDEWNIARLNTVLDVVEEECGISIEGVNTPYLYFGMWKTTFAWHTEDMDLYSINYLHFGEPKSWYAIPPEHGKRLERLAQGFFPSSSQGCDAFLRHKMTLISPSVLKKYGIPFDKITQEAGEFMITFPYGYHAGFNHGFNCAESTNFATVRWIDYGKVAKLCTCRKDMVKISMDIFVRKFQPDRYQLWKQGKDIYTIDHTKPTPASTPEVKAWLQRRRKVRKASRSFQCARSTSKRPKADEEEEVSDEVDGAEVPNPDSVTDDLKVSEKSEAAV
# HCV core dimer: inhibitors of HCV core protein dimerization, primary screen, biochemical, TR-FRET, high-throughput; inhibition, % at 5 µM; TR-FRET GST/Flag-core106 dimerization, 1536-well; 300,000 tested, 0.33% active;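 active = inhibition above the mean of all tested compounds plus 3 SD, set per screening campaign, cut at about 45% in these data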
#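 Assay system: tagged HCV core106 pair (GST and Flag); medium: KF-containing HEPES buffer, pH 7.45, DTT, CHAPS, BSA; also added: Eu donor and XL665 acceptor anti-tag antibodies; dosing: 5 µM single dose; timing: compound-protein-antibody incubation 4 h at 22.5 °C; signal: TR-FRET 671 and 617 nm emission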
# proCasp7 act: procaspase-7 activators, primary screen, counter-screen for procaspase-3 activator project, biochemical, absorbance, HTS, human. 330,000 tested, 0.093% active. AID 463210, 2010. Caspase-7 (Homo sapiens), P55210. activation, % at 8.5 µM. recombinant procaspase-7, Ac-DEVD-pNA absorbance 405 nm; D23A/D198A/D206A triple mutant, cannot self-cleave; scale: DMSO 0, 5 µM enzyme 100;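 active = percent activation above the screen-wide mean plus 3 SD, cut at about 25% in these data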
# Target sequence (P55210 whole entry D23A/D198A/D206A): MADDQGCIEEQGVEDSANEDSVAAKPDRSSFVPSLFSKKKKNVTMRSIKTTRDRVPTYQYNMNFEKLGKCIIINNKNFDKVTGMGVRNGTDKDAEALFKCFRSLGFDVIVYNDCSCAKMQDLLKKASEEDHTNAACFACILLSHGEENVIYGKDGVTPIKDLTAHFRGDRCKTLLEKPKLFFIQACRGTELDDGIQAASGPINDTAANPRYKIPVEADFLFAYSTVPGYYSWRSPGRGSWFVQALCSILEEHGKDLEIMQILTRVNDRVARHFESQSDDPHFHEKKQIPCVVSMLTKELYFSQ
#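 Assay system: Uncleavable procaspase-7 mutant enzyme | Input: 2 µM procaspase-7 mutant as dispensed | Timing: 1 h compound preincubation, 2 h substrate cleavage, 25 °C | Repeats: One well per compound | Control set: DMSO wells as 0%, DMSO with 5 µM added PC-7 as 100% | Technique: Epi-absorbance of released pNA at 405 nm, two timepoints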
# PP1 inh: PP1-alpha phosphatase inhibitors, primary screen, counter-screen for PP5 inhibitor project, biochemical, fluorescence, OMFP substrate, single point; Serine/threonine-protein phosphatase PP1-alpha catalytic subunit (Homo sapiens), P62136; purified PP1alpha; inhibition, % at 6.7 µM; 320,000 tested, 0.9% active; AID 2235, 2010;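 active = inhibition above the mean inhibition of all tested compounds plus 3 SD, computed separately for each screening campaign, cut at about 15% in these data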
# Target sequence (P62136 whole entry, looked up): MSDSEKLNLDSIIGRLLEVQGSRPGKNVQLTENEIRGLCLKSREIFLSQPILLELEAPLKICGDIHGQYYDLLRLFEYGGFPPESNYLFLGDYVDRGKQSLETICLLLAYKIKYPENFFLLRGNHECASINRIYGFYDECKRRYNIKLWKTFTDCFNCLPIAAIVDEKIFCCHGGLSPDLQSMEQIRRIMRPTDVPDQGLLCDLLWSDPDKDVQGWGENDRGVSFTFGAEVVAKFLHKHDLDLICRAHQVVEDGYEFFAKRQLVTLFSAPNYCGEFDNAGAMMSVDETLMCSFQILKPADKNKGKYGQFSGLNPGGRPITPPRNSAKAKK
# CTSL1 counter: Fasciola hepatica cathepsin L1 inhibitors, primary screen, counter-screen for PFM18AAP inhibitor project, biochemical, QFRET, fluorogenic peptide substrate; recombinant F. hepatica cathepsin L1, Z-Leu-Arg-MCA fluorescence; inhibition, % at 5.96 µM; 300,000 tested, 0.49% active;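 active = inhibition above the mean of all tested compounds plus 3 SD, set per screening campaign, cut at about 17% in these data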;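 also: 0% = plate median of test compound wells and 100% = 1 µM Z-Phe-Ala-diazomethylketone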
# TPT1 inh: Candida albicans TPT1 enzyme inhibitors, primary screen, biochemical, fluorescence polarization | tRNA 2'-phosphotransferase TPT1 (Candida albicans SC5314) | inhibition, % at 5 µM | recombinant caTPT1, FP RNA substrate dephosphorylation | 300,000 tested, 0.81% active;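 active = inhibition above the mean of all tested compounds plus 3 SD, set per screening campaign, cut at about 24% in these data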;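 also: plate controls were DMSO alone for no effect and ferristatin control at 100 nM for full effect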
# procasp3 activ: activators of human procaspase-3 D3A mutant, primary screen, biochemical, absorbance, PC-3 D3A mutant, single concentration | Caspase-3 (Homo sapiens), P42574 | recombinant procaspase-3 D3A, Ac-DEVD-pNA absorbance 405 nm | activation, % at 8.5 µM | 330,000 tested, 0.11% active | AID 463141, 2010;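 active = activation above the mean of all tested compounds plus 3 SD, cut at about 21% in these data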;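 also: 0% = DMSO alone and 100% = DMSO wells spiked with extra 5 µM PC-3 D3A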
#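 Evaluation: percent activation relative to control range; Material: Procaspase-3 D3A mutant, all three cleavage aspartates alanine; Compound: single dose, 8.5 µM nominal compound, 0.8% DMSO; Replication: one well per compound; Signal: absorbance at 405 nm, 0 and 120 min; Schedule: 1 h preincubation plus 2 h reaction at 25 °C.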
# Efflux pump mplx: inhibitors of Candida efflux pumps in yeast, primary screen, S. cerevisiae, Nile Red, multiplex. AID 485275, 2010. inhibition, % at 10 µM. 330,000 tested, 0.44% active. S. cerevisiae Candida pump triplex;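 active = plate passing quality check with inhibition over a set limit, or well fluorescence over plate mean plus 4 SD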;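 also: Nile Red retained in pooled yeast measured as flow cytometry median fluorescence; 0% = buffer negative control and 100% = Enniatin B positive control; higher means more Nile Red kept so more efflux inhibition; some compounds called inactive have numbers as strong as hits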
# * = called active by the depositor; · = not tested or not shown.
# Screens in order – GASC-1 inh	PP5 inh	CTSL1 counter	procasp3 activ	TPT1 inh	proCasp7 act	PP1 inh	HCV core dimer	Efflux pump mplx
1	COc1ccccc1NC(=O)Cc1nnc(SCC(=O)NC2CCCCC2)n1C
    -15.2	2.6	6.5	2.7	-1.9	1.1	-4.9	-31.5	-0.1
2	CCOc1cc(/C=N/N=C/c2ccc(O)c(OCC)c2)ccc1O
    9.7	0.4	8.3	7.5	0.0	3.1	-3.7	-6.6	0.0
3	O=C(NCC1CCCO1)C1CCCN(S(=O)(=O)c2ccc(Cl)cc2)C1 (stereo unspecified)
    5.6	0.0	-1.3	2.4	-1.6	2.8	3.5	4.7	-0.2
4	C=CCN(c1ccc(C(=O)OC)cc1)S(=O)(=O)c1ccccc1
    -6.5	3.4	-3.3	-3.8	-0.8	7.5	1.0	9.0	0.0
5	CCOc1ccccc1OCCCOc1ccc(C)cc1Cl
    2.7	2.6	3.5	5.2	-1.3	6.8	-0.3	0.2	-0.1
6	O=C(OCN1C(=O)c2ccccc2C1=O)c1cccc(S(=O)(=O)N2CCOCC2)c1
    -2.0	3.1	-22.1	0.1	2.3	1.3	1.4	-2.2	-0.4
7	O=C(Cn1cnc2cc([N+](=O)[O-])ccc2c1=O)Nc1ccccc1-c1ccccc1
    0.4	-0.1	-2.0	4.9	3.1	1.3	6.6	3.9	-0.1
8	OCC1OC(Oc2c[nH]c3ccccc23)C(O)C(O)C1O (stereo unspecified)
    -23.3	6.0	-1.1	-18.4	4.0	-10.2	-4.8	-14.2	0.0
9	COc1ccccc1NC(=O)C1CCCN1S(=O)(=O)c1ccc(Cl)cc1 (stereo unspecified)
    -14.2	-0.1	-8.2	8.8	0.7	-6.7	-2.3	-1.1	0.9*
10	CC(NCc1ccc(S(N)(=O)=O)cc1)C(=O)N1c2ccccc2CC1C (stereo unspecified)
    1.5	1.4	-3.6	4.0	-0.6	0.3	1.9	3.3	-0.2
11	CCOc1cc(-c2nc(-c3cc(OC)c(OC)c(OC)c3)no2)cc(OCC)c1OCC
    -1.1	-2.5	1.5	-7.4	-1.5	-4.7	0.4	1.5	0.1
12	O=C(Nc1cccc(O)c1)c1cc(-c2ccccc2Cl)on1
    -10.3	5.1	3.0	7.3	-0.9	7.7	-1.6	4.7	0.1
13	Cc1nn2c(N3CCN(C(=O)c4ccco4)CC3)cc(C(C)(C)C)nc2c1-c1ccccc1
    1.5	1.9	1.8	1.1	-1.0	3.9	0.4	2.8	0.1
14	COC(=O)c1c(NC(=O)C2CC=CCC2C(=O)O)sc(C(N)=O)c1C (stereo unspecified)
    -4.1	-0.9	2.5	-5.8	0.1	-11.2	1.4	0.1	-0.1
15	COc1cc(CCC(=O)OCC(=O)Nc2ccc(F)c(F)c2F)cc(OC)c1OC
    -5.2	1.9	-14.5	10.0	-1.6	5.6	1.5	8.1	-0.1
16	O=c1c2cc(Br)ccc2nc(-c2ccc(Cl)cc2)n1O
    1.0	-1.3	-1.6	4.2	-3.1	17.2	0.0	-5.0	-0.4
17	CCN(CC)S(=O)(=O)c1ccc(C(=O)N2CCN(CCN3C(=O)c4cccc5cccc(c45)C3=O)CC2)cc1
    3.0	0.3	2.1	-5.5	-2.3	2.6	6.0	3.7	-0.2
18	Cc1ccc(C2CC(c3cccs3)n3nc(N)nc3N2)cc1 (stereo unspecified)
    1.8	-1.2	-0.8	-1.4	2.8	1.5	2.5	-0.7	0.0
19	Brc1ccccc1-c1nnc(CSc2nnnn2-c2ccccc2)o1
    2.1	0.7	-6.5	-0.5	5.5	-6.5	6.9	26.7	0.0
20	Cc1nc2c(-c3ccc(F)cc3)c(C)nn2c(C)c1CCC(=O)Nc1ccccc1
    -4.5	5.3	2.5	-9.7	-1.2	2.1	1.7	-3.6	-0.5
21	CCCCn1c(-c2cccc(F)c2)nc2c1c(=O)[nH]c(=O)n2CC(C)C
    1.6	2.3	1.2	-9.2	0.8	-6.1	0.1	-3.5	-0.1
22	CCOC(=O)c1cc(-c2ccncc2)nc2c1c(C)nn2-c1ccccn1
    -3.2	1.5	8.7	7.6	-1.7	1.1	2.8	2.5	0.1
23	C#CCOCCOCCOCCNc1nc(N2CCN(C(=O)[C@H]([C@@H](C)CC)n3cc(CCCCN)nn3)CC2)nc(N2CCN(C(=O)[C@H](CCCCN)n3cc(CCC(=O)O)nn3)CC2)n1
    ·	3.7	-1.5	0.7	6.8	3.7	1.8	-7.8	0.3
24	CN1CCN(CC(=O)Nc2nc(-c3ccccc3)cs2)CC1
    -0.8	-0.5	-0.9	-0.2	1.9	12.3	-4.6	-4.3	0.0
25	Cc1ccc(S(=O)(=O)N(C)c2ccc3c(ncn3C)c2[N+](=O)[O-])cc1
    -24.2	0.3	-4.2	3.3	0.6	-3.7	1.0	-4.1	0.2
26	Clc1ccc(-c2noc(CN3CCOCC3)n2)cc1
    -21.7	0.3	-3.3	-7.9	2.9	21.0	-3.2	0.4	-0.2
27	C/C(CC(=O)NC12CC3CC(CC(C3)C1)C2)=N\NC(=O)c1cnccn1
    -13.0	1.6	2.3	3.4	-8.1	0.5	-4.4	1.0	0.0
28	Cc1ccc(S(=O)(=O)NCCC(=O)Nc2cccc(Cl)c2)cc1
    23.3	3.4	0.6	-0.6	-0.9	1.1	-0.8	0.5	0.1
29	COc1cccc2c1cc1c(=O)n(CC(=O)NCCCc3ccccc3)nc(C)n12
    31.6	2.8	-6.5	3.8	-0.8	10.9	-4.2	-5.7	0.0
30	NC(=O)NCC1CC1
    -5.8	1.9	6.5	1.1	0.2	-6.4	0.4	4.2	0.0
31	COC(=O)c1ccc(-c2nc(CN3CCC(C(=O)N4CCOCC4)CC3)c(C)o2)cc1
    -8.2	0.5	-2.1	-3.5	2.5	-0.7	-3.6	0.3	0.1
32	COc1ccc(NC(=O)N2CCCCCC2)cc1OC
    -7.1	1.0	1.7	3.0	-3.1	-7.8	-2.1	5.6	0.0
33	O=C(Cn1nnc(-c2ccccc2Cl)n1)N1CCN(S(=O)(=O)c2ccc(Cl)cc2)CC1
    -0.4	-0.7	-1.1	-1.6	-5.5	13.7	3.1	19.3	0.1
34	CCOC(=O)N1CCN(CCC(=O)Nc2ccccc2)CC1
    0.4	-1.8	0.4	-4.6	-3.0	-6.8	-0.4	2.5	0.1
35	Cc1nn(CCO)c(C)c1Oc1ccccc1O
    19.4	-1.2	-7.3	1.7	-1.5	5.1	-5.2	-0.4	-0.1
36	Cc1ccccc1N(CC(=O)N1CCCCCC1)S(C)(=O)=O
    9.4	-0.6	3.2	-6.9	-2.2	10.2	-3.9	1.0	0.0
37	CC(C)NC(=O)COC(=O)c1cc(Br)ccc1Cl
    9.1	1.4	0.8	-0.3	-3.2	0.5	1.1	-1.8	0.2
38	O=C(CN1CCCC1)Nc1ccc(Oc2ccc(NC(=O)CN3CCCC3)cc2)cc1
    11.0	-3.5	0.7	1.7	2.1	-0.5	6.1	0.9	0.6
39	O=c1c2ccccc2nc(SCc2cn3ccsc3n2)n1-c1ccccc1
    2.1	0.3	-5.3	-1.2	0.7	7.6	0.8	9.6	0.0
40	OCc1nc2ccccc2n1Cc1c(F)cccc1Cl
    -6.1	-0.4	0.3	10.6	0.3	3.1	1.6	-3.9	0.0
41	N#Cc1cccc(NC(=O)Cc2ccsc2)c1
    -3.2	-1.5	-14.2	-5.0	3.1	4.1	-2.0	-1.8	0.3
42	O=C(O)CCC(=O)N1CCN(S(=O)(=O)c2ccc3ccccc3c2)CC1
    -5.5	-0.8	0.3	3.7	-1.8	0.7	0.1	-3.4	0.3
43	CCc1cccc(NS(=O)(=O)c2c(C)nc3scc(C)n3c2=O)c1
    1.1	1.2	-9.6	-1.7	1.3	-3.8	6.0	-6.4	0.1
44	O=S(=O)(c1ccccc1)N1CCn2c(nc3ccccc32)C1
    0.5	1.0	6.0	0.4	1.0	-4.8	-0.8	-10.3	0.0
45	CCOc1ccc(N2C(=O)c3cccnc3C2=O)cc1
    1.7	0.9	4.2	-0.6	3.0	1.0	-10.9	-0.9	-0.1

# Some entries already given, showing only GASC-1 inh, HCV core dimer and CTSL1 counter.
no. | Compound | GASC-1 inh | HCV core dimer | CTSL1 counter
33 | O=C(Cn1nnc(-c2ccccc2Cl)n1)N1CCN(S(=O)(=O)c2ccc(Cl)cc2)CC1 | -0.4 | 19.3 | -1.1
34 | CCOC(=O)N1CCN(CCC(=O)Nc2ccccc2)CC1 | 0.4 | 2.5 | 0.4
35 | Cc1nn(CCO)c(C)c1Oc1ccccc1O | 19.4 | -0.4 | -7.3

# (list continues)
# Screens in order – GASC-1 inh	PP5 inh	CTSL1 counter	procasp3 activ	TPT1 inh	proCasp7 act	PP1 inh	HCV core dimer	Efflux pump mplx
46	COc1ccc(-c2nc3nc(N)nn3cc2C)cc1F
    -3.1	-0.7	1.5	0.2	1.9	0.3	-1.8	2.7	0.0
47	CCN(CC)C(=O)c1c([N+](=O)[O-])c(C(C)(C)C)nn1C
    -0.9	2.1	-1.9	8.1	-0.4	-6.3	-2.2	-7.1	-0.3
48	COc1ccccc1C(=O)NC(CCSC)C(=O)NCc1ccccn1 (stereo unspecified)
    1.3	-2.1	-0.1	0.5	-0.5	4.3	-3.4	-15.7	0.0
49	Cc1nnc(NC(=O)C2CC(=O)N(c3ccc4c(c3)OCCO4)C2)s1 (stereo unspecified)
    6.7	1.8	·	8.9	·	-4.8	-2.1	·	0.0
50	CC(C)NC(=O)C1(O)c2ccccc2NC(=O)N1c1ccc(Cl)c(Cl)c1 (stereo unspecified)
    3.4	1.1	-2.1	-1.0	-1.3	0.5	-0.1	-2.4	0.1
51	Cc1ccc(C2=NN(CC(=O)NCCN(CC(C)C)CC(C)C)C(=O)CC2)cc1
    -6.2	0.1	-2.5	-4.8	-0.1	0.6	1.1	-11.4	0.0
52	CC(=O)c1ccc(NC(=O)C2(c3ccccc3)CC2(Cl)Cl)cc1 (stereo unspecified)
    -0.7	-0.3	-0.5	4.0	0.3	3.3	-7.4	1.8	-0.1
